Dengue-2 NS5 capping = Dengue-2 NS5 methyltransferase inhibitors, primary screen, biochemical, confirmation dose response (AID 588689); hit rate 0.3% among 340,000; Dengue-2 NS5 methyltransferase capping enzyme assay, biochemical; higher % means a stronger effect; inhibition, % at 25 µM, or IC50 in µM where a hit was titrated; in the data active means a potency from the dose series; inconclusive means inhibition above about 29% without an active follow-up result
HIV peptide binding = inhibitors of HIV fusion peptide binding, primary screen, biochemical, uHTS, fluorescence dequenching (AID 1986); hit rate 0.3% among 290,000; one-dose inhibition, % at 20 µM; IC50 in µM for titrated hits; cell-free peptide binding, fluorescence dequenching, 30 min; higher % means a stronger effect; in the data active means inhibition mostly above about 52%, no sharp cut-off; inactive means mostly below about 76%; further: some results filed as inactive read as strong as hits
K1F lysis inhibition = protection from phage-mediated lysis, alamar blue read-out – E. coli UTI89, K1F phage, bacterial capsule biogenesis inhibitors (AID 488966); E. coli UTI89 K1F phage lysis, alamar blue, 2 h; higher % means a stronger effect; inhibition, % at 100 µM, or IC50 in µM where a hit was titrated; hit rate 0.02% among 340,000;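 active means phage lysis inhibition, versus mean bacterial control, above a set limit; inconclusive means no clear call, values can overlap the other calls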;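 further: capsule biogenesis inhibitors block K1F phage lysis so surviving cells raise fluorescence; higher fluorescence means more inhibition of phage lysis; actives were called in the ten point dose series up to 300 µM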
GPR55 antagonists = GPR55 antagonists blocking LPI-driven arrestin recruitment, primary screen, imaging, U2OS, beta-arrestin-GFP, LPI agonist (AID 2013); inhibition, % at 10 µM, or IC50 in µM where a hit was titrated; hit rate 0.13% among 290,000; U2OS GPR55 beta-arrestin-GFP translocation imaging, LPI antagonism; higher % means a stronger effect;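 active means spots per cell inhibited over 60%, with over 100 cells counted and total cytoplasm intensity under 500,000; inconclusive means wells with under 100 cells, flagged as likely toxic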;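 further: U2OS cells stably carrying GPR55 and arrestin-GFP stimulated by 5 µM LPI near EC80; imaged beta-arrestin-GFP aggregate spots per cell after agonist stimulation; plate controls were LPI-stimulated DMSO wells for no effect and DMSO wells without LPI for full effect; some results filed as inactive read as strong as hits; confirmed hits need IC50 under 10 µM and bright autofluorescent wells are also inconclusive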
MgcRacGAP inhibition = MgcRacGAP GTPase-activating activity inhibitors, confirmation, biochemical, ADP Hunter fluorescence. MgcRacGAP-stimulated Rac1 GTP hydrolysis, ADP Hunter fluorescence; higher % means a stronger effect; GST-tagged Rac1 F28L mutant substrate. inhibition, % at 30 µM, or IC50 in µM where a hit was titrated. hit rate 0.6% among 340,000. AID 624330;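 active means first-screen hits whose inhibition reached a set limit at any dose in the follow-up dose series; inconclusive means inhibition above the set first-screen limit but never retested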;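 further: fluorescence reports GDP produced by GAP-driven GTP hydrolysis; strong numbers were not always called active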
GPR35 antagonists = GPR35 antagonists blocking zaprinast-driven arrestin recruitment, primary screen, imaging, U2OS, beta-arrestin-GFP, zaprinast agonist (AID 2058); one-dose inhibition, % at 10 µM; IC50 in µM for titrated hits; hit rate 0.052% among 290,000; U2OS GPR35 beta-arrestin-GFP translocation imaging, zaprinast antagonism; higher % means a stronger effect;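 active means inhibition of at least 50% with at least 30 cells and total cytoplasm GFP at most 10,000,000; inconclusive means under 30 cells or total GFP of 10,000,000 plus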
SV40 large T antigen = TAg ATPase/helicase activity blockers – biochemical (AID 1903); SV40 large T antigen ATPase/helicase inhibition assay; higher % means a stronger effect; inhibition, % at 20 µM; hits with a dose series show IC50 in µM; hit rate 0.39% among 310,000; in the data active means a potency from the dose series; inconclusive means inhibition mostly from about 32% at the one dose, without a potency; inactive means the rest, 99 in 100 with inhibition below about 32%; further: strong numbers were not always called active
RSV antiviral HEp-2 = RSV antiviral activity via CPE protection, HEp-2 cells, primary 10 µM value included (AID 2391) | HEp-2 cells, RSV-induced CPE inhibition; higher % means a stronger effect | CPE inhibition, % at 10 µM, or IC50 in µM where a hit was titrated | hit rate 0.13% among 310,000; in the data active means a potency from the dose series; inconclusive means CPE inhibition mostly from about 23% at the one dose, without a potency; inactive means the rest, 99 in 100 with CPE inhibition below about 21%; further: strong numbers were not always called active
PhoP inhibition = PhoP-dependent GFP reporter repression – Salmonella Typhimurium, primary screen (AID 1863) | S. Typhimurium PhoP-regulated promoter GFP reporter, 4 h; higher % means a stronger effect | one-dose inhibition, % at 50 µM; IC50 in µM for titrated hits | hit rate 0.16% among 300,000;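 active means inhibition over 29.93%, a cutoff 3 SD above the screen mean, later confirmed by dose response; inconclusive means inhibition over 29.93% but no dose response follow-up; inactive means inhibition at most 29.93% or unconfirmed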;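 further: 0% = low Mg2+ inducing control and 100% = high Mg2+ repressing control; strong numbers were not always called active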
The depositor's hits bear a star; ? = inconclusive; / = not tested or not shown; [ ] = another dose, or the depositor's remark.

SMILES	Dengue-2 NS5 capping	HIV peptide binding	K1F lysis inhibition	GPR55 antagonists	MgcRacGAP inhibition	GPR35 antagonists	SV40 large T antigen	RSV antiviral HEp-2	PhoP inhibition
O=C(N/N=C\c1cccc(Cl)c1)c1ccc(Cn2cc(Br)c([N+](=O)[O-])n2)o1	3%	-4.0%	-0.8%[50 µM]	6%	10%	-6%	1%	1.8%	-29%
Cc1ccc(NC(=O)Cn2nnc3ccccc32)c(C)c1	1%	0.4%	0.2%	-6%	-2%	13%	6%	0.1%	6%
CCc1ccc(/C=N/NC(=O)c2nnn(-c3nonc3N)c2CN2CCc3ccccc32)cc1	-10%	-1.6%	0.3%	14%	9%	-24%	8%	?	4%
NC1CCN(c2c(F)cc3c(=O)c(C(=O)O)cn(C4CC4)c3c2Cl)C1 (centres undefined)	-4%	-0.3%	0.5%	-2%	4%	1%	14%	-0.3%	<0.23µM*
CCCCCC(=O)OCCc1c(C)nc2nc[nH]n2c1=O	-3%	0.8%	-0.8%	4%	1%	-8%	4%	1.6%	-9%
COC(=O)c1ccccc1NC(=S)NC(=O)c1cccc2ccccc12	-1%	5.6%	0.1%	16%	6%	8%	1%	3.1%	4%
O=C(/C=C/c1ccccc1)c1ccc2c(c1)OCCCCO2	-1%	1.2%	0.3%	22%	3%	13%	3%	0.7%	4%
O=C(CNc1cccc(S(=O)(=O)N2CCCCCC2)c1)Nc1cccc([N+](=O)[O-])c1	-9%	/	-0.6%[50 µM]	/	-5%	/	/	3.8%	/
CCOCCCNC(=O)C1c2ccccc2Oc2ccccc21	7%	-1.2%	0.0%	7%	10%	13%	8%	1.8%	2%
CC(C)NS(=O)(=O)c1ccc(CCC(=O)N2CCCC2)cc1	7%	-0.7%	-1.2%	-2%	5%	11%	4%	1.6%	3%
CCOc1ccc(Nc2ccc(N3C(=O)CCC3=O)cc2[N+](=O)[O-])cc1	-2%	1.2%	0.2%	5%	10%	-7%	15%	2.3%	-5%
CC(C)(C)c1ccc(C(=O)c2c[nH]c(C(=O)NCCCN3CCOCC3)c2)cc1	-9%	4.1%	-0.2%	7%	-2%	6%	-5%	-1.3%	14%
Cc1ccc(/C=N/NC(=O)c2nnn(-c3nonc3N)c2CN(C)C)s1	-6%	-2.3%	0.2%	-20%	0%	8%	18%	0.5%	0%
O=C(NNS(=O)(=O)c1ccc(Br)cc1)NC1CCCCC1	4%	-2.6%	7.2%	13%	1%	5%	-20%	1.3%	22%
Cc1cc(NC(=O)CSc2nnc(-c3ccco3)n2Cc2ccco2)no1	3%	9.9%	13%	9%	5%	1%	15%	1.6%	-2%
C/C(=N\NC(=O)Cc1ccc(F)cc1)c1ccc(F)cc1	-2%	0.7%	0.2%[50 µM]	4%	-15%	0%	6%	0.3%	6%
O=C(NCc1cccnc1)c1ccccc1CCc1ccccc1	4%	-0.9%	0.2%	-4%	4%	-7%	-3%	2.9%	0%
CC(=O)NC(c1ccc([N+](=O)[O-])cc1)c1c(O)ccc2ccccc12 (centres undefined)	-1%	-1.9%	0.3%	0%	9%	6%	9%	6.0%	6%
C=CCN(c1ccccc1Cl)S(=O)(=O)c1cccc(C(=O)NCCc2ccc(OC)cc2)c1	-4%	-1.0%	2.9%	4%	2%	-6%	5%	?	7%
Cc1ccc(NC(=O)Nc2ccc3c(c2)OCO3)c(Br)c1	-1%	-1.8%	0.6%[50 µM]	10%	4%	10%	16%	0.9%	4%
O=C1CCCN1CN1CCCCC1	-8%	-2.2%	0.5%	30%	31%	16%	0%	-1.1%	-11%
Clc1ccccc1-c1nnc2sc(-c3ccncc3)nn12	1%	-1.5%	2.1%	-2%	3%	12%	1%	1.4%	0%
O=C(N1CCCCCC1)n1c(Cc2ccccc2)nc2ccccc21	-6%	3.9%	-0.6%	-2%	8%	-16%	8%	0.3%	-4%
O=C(c1cc(-c2ccccc2)nc2ccccc12)N1CCCc2ccccc21	-4%	1.0%	1.7%[50 µM]	16%	-5%	-18%	20%	20%	14%
Cc1ccc2nc(CSc3nnc(-c4ccco4)o3)cc(=O)n2c1	3%	13%	-0.2%	-10%	0%	-2%	18%	2.7%	-11%
C=CCOc1c(Br)cc(C2C3=C(CCCC3=O)N(C)C3=C2C(=O)CCC3)cc1OCC	5%	9.0%	1.5%[50 µM]	1%	8%	11%	10%	6.7%	21%
COc1ccc(C(CNC(=O)c2ccc(N3CCCC3=O)cc2)N2CCCC2)cc1 (centres undefined)	0%	/	1.0%[50 µM]	/	8%	/	/	0.8%	/
COc1ccc(NC(=O)c2cccc(N3C(=O)C4C5C=CC(C5)C4C3=O)c2)c(OC)c1 (centres undefined)	1%	-3.1%	-0.1%	6%	1%	8%	13%	0.1%	14%
Cc1ccc(-c2nnn(CC(=O)Nc3ccccc3-c3ccccc3)n2)c(-n2cnnn2)c1	-6%	-2.0%	0.4%	0%	15%	-9%	0%	/	38%
CCCN(C(=O)C(NC(=O)c1ccccc1)C(C)C)c1c(N)n(Cc2ccccc2)c(=O)[nH]c1=O (centres undefined)	-8%	/	0.2%[50 µM]	/	1%	/	/	0.9%	/
O=C(CSc1ccc(-c2ccccn2)nn1)N1CCCCC1	-11%	1.2%	0.4%	1%	3%	8%	-5%	-0.7%	1%
COC(=O)Nc1sc2c(c1C(=O)NCc1ccco1)CCC2	-4%	-0.1%	5.6%	-5%	4%	-9%	6%	/	-9%
CC1CN(C(=O)c2ccc(COCC(F)(F)F)o2)CC(C)O1 (centres undefined)	1%	-0.3%	5.0%	10%	3%	-3%	0%	1.2%	-11%
CCOC(=O)c1[nH]c(C)c(C(=O)OCCOc2cccc(C)c2)c1C	-6%	-1.5%	2.9%	-4%	3%	1%	18%	3.8%	7%
COC(=O)Cc1c(C)c2ccc(OCc3nn[nH]n3)cc2oc1=O	-8%	7.6%	1.4%	-3%	-1%	-8%	7%	0.5%	15%
Cc1ccc(CSCCNC(=O)CN(c2ccccc2)S(C)(=O)=O)cc1	2%	0.4%	-0.2%	-5%	7%	1%	3%	-1.4%	-7%
CCOc1cc(C=C2C(=O)c3ccccc3C2=O)ccc1OCC(=O)Nc1ccc(C)cc1	?	1.8%	1.4%[50 µM]	1%	8%	3%	5%	2.8%	-36%
Nc1cccc(CCc2nc3cc4ccccc4cc3[nH]2)c1	-5%	-3.8%	0.1%	0%	13%	3%	22%	-0.2%	29%
COc1ccc2cc3c(N)c(C(=O)N4CCCC4)sc3nc2c1	/	1.1%	3.8%[50 µM]	-11%	/	9%	1%	?	-4%
CSCC(=O)N1CCc2ccc(NC(=O)c3ccccc3Cl)cc2C1	/	-0.2%	0.9%	-13%	11%	-2%	3%	2.5%	2%
CC(C)c1nc2cc(Cl)ccc2n(Cc2ccccc2)c1=O	-6%	1.6%	0.0%	3%	9%	0%	12%	4.5%	3%
CCOC(=S)SCC(=O)Nc1nccs1	0%	1.0%	0.2%	18%	9%	16%	36%	0.1%	-8%
CCC1Oc2ccccc2N(CC(=O)NCCN2CCc3ccccc3C2)C1=O (centres undefined)	1%	-1.9%	1.0%	19%	2%	3%	-9%	-1.7%	-5%
O=C(CN1CCSC1=NCc1ccccc1)c1ccc(Cl)cc1	1%	-0.9%	1.5%[50 µM]	12%	5%	0%	-2%	0.6%	15%
O=C(C[n+]1cccc(CNC(=O)c2ccc(OC(F)F)cc2)c1)Nc1ccc(F)cc1	-7%	-1.3%	8.3%	0%	15%	-2%	2%	1.9%	5%
COc1ccc(NC(=O)CSc2nnnn2Cc2ccccc2)cc1	-14%	-0.7%	-2.1%	6%	-5%	-11%	1%	2.7%	-2%
O=C(NCCCN1CCOCC1)c1ccc2c(c1)N(Cc1c(F)cccc1Cl)C(=O)CS2	1%	0.0%	0.3%	-1%	3%	-1%	9%	-0.1%	-2%

12 compounds already listed, arranged by SMILES length, falling:
SMILES	Dengue-2 NS5 capping	HIV peptide binding	K1F lysis inhibition	GPR55 antagonists	MgcRacGAP inhibition	GPR35 antagonists	SV40 large T antigen	RSV antiviral HEp-2	PhoP inhibition
CCc1ccc(/C=N/NC(=O)c2nnn(-c3nonc3N)c2CN2CCc3ccccc32)cc1	-10%	-1.6%	0.3%	14%	9%	-24%	8%	?	4%
O=C(C[n+]1cccc(CNC(=O)c2ccc(OC(F)F)cc2)c1)Nc1ccc(F)cc1	-7%	-1.3%	8.3%	0%	15%	-2%	2%	1.9%	5%
CCOc1cc(C=C2C(=O)c3ccccc3C2=O)ccc1OCC(=O)Nc1ccc(C)cc1	?	1.8%	1.4%[50 µM]	1%	8%	3%	5%	2.8%	-36%
CC(=O)NC(c1ccc([N+](=O)[O-])cc1)c1c(O)ccc2ccccc12 (centres undefined)	-1%	-1.9%	0.3%	0%	9%	6%	9%	6.0%	6%
Cc1ccc(/C=N/NC(=O)c2nnn(-c3nonc3N)c2CN(C)C)s1	-6%	-2.3%	0.2%	-20%	0%	8%	18%	0.5%	0%
COC(=O)c1ccccc1NC(=S)NC(=O)c1cccc2ccccc12	-1%	5.6%	0.1%	16%	6%	8%	1%	3.1%	4%
Cc1ccc2nc(CSc3nnc(-c4ccco4)o3)cc(=O)n2c1	3%	13%	-0.2%	-10%	0%	-2%	18%	2.7%	-11%
O=C(NNS(=O)(=O)c1ccc(Br)cc1)NC1CCCCC1	4%	-2.6%	7.2%	13%	1%	5%	-20%	1.3%	22%
CC(C)c1nc2cc(Cl)ccc2n(Cc2ccccc2)c1=O	-6%	1.6%	0.0%	3%	9%	0%	12%	4.5%	3%
Cc1ccc(NC(=O)Cn2nnc3ccccc32)c(C)c1	1%	0.4%	0.2%	-6%	-2%	13%	6%	0.1%	6%
CCOCCCNC(=O)C1c2ccccc2Oc2ccccc21	7%	-1.2%	0.0%	7%	10%	13%	8%	1.8%	2%
CCOC(=S)SCC(=O)Nc1nccs1	0%	1.0%	0.2%	18%	9%	16%	36%	0.1%	-8%

Screening data: PubChem BioAssay, several laboratories
